Artemis endo inh: Artemis endonuclease inhibitors, primary screen, biochemical, fluorescence intensity, FAM/BHQ-1 hairpin substrate; recombinant Artemis, quenched FAM hairpin cleavage fluorescence; inhibition, % at 10 µM; 30,000 compounds, 0.78% hits; AID 686954, 2013;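 active means at 10 µM dose, at least 30% inhibition, measured as corrected fluorescence normalized to stimulator and neutral control wells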
Target sequence (Q96SD1 whole entry, looked up): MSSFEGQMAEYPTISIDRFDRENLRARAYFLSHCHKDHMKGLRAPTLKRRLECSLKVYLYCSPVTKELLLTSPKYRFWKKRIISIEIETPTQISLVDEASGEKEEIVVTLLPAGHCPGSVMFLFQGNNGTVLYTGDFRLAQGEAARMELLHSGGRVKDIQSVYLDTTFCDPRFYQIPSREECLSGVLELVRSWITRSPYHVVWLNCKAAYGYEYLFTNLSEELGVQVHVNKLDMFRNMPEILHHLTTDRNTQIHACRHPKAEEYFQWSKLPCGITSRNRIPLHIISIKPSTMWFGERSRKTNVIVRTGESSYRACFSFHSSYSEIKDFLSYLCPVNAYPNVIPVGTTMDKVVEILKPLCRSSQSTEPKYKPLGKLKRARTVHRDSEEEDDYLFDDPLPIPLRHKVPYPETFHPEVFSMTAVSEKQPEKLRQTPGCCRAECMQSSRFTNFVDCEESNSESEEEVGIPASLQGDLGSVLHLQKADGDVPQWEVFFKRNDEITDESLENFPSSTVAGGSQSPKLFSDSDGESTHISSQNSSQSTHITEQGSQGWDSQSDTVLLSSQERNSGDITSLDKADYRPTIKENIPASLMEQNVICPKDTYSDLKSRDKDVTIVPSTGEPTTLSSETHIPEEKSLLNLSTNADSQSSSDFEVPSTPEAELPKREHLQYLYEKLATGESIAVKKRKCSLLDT
* = called active by the depositor. The list is partial. The share of hits here may be higher or lower than overall.

Structure	Artemis endo inh
CCN1C=C(Cc2ccc(OC)cc2)C2=C(C1)C(c1ccc(OC)cc1)C(C#N)=C(N)O2 (centres undefined)	10
COc1ccc(C2NC(=O)c3sc4nc(C)c(C(C)=O)c(-c5ccc(Cl)cc5)c4c3N2)cc1 (centres undefined)	4
COc1cccc(C(=O)Nc2ccc(NC(=O)C3CC3)cn2)c1	0
CCOC(=O)CSc1nnc(CNc2nc(-c3ccccc3)cs2)n1C	1
C=CCc1c(C)nc(SC)nc1Nc1ccc(C(C)=O)cc1	3
CC(=O)C1=C(C)OC(N)=C(C#N)C1c1ccncc1 (centres undefined)	-15
COC(=O)c1nonc1NCn1nnc2ccccc21	1
Cc1cc(C)cc(N2C(=O)CC(n3ccnc3)C2=O)c1 (centres undefined)	-10
Cc1nc(-c2ccc(O)c(O)c2)cs1	27
O=C(O)CC1SC(=Nc2cccc(C(F)(F)F)c2)NC1=O (centres undefined)	-4
CCOC(=O)C1=C(C)N(C)C(C)=C(C(=O)OCC)C1c1ccc(C(=O)OC)cc1	3
O=C(O)CC(c1cccc2ccccc12)n1cccc1 (centres undefined)	-4

Structure	Artemis endo inh
Cc1ccc2c(c1)[nH]c1c(=O)n(CCN3CCNCC3)cnc12	1
O=C(COC(=O)c1ccc(Br)o1)Nc1cccc(S(=O)(=O)N2CCCCCC2)c1	12
O=C(NC12CC3CC(CC(C3)C1)C2)c1ccc(COc2ccc(Cl)cc2[N+](=O)[O-])o1	5
Cc1[nH]nc2c1C(C1CC=CCC1)C(C#N)=C(N)O2 (centres undefined)	-11
CC1=C(C(=O)NCc2ccccc2)C(c2cccs2)n2ncnc2N1 (centres undefined)	13
O=C(CSc1nnnn1-c1ccccc1)Nc1nc(-c2ccccc2)ns1	0
Cc1nc(CCNS(=O)(=O)c2cccs2)cs1	7
CCc1ccc(-c2nc(CS(=O)CC(=O)NCc3cccnc3)c(C)o2)cc1 (centres undefined)	9
FC(F)(F)c1cc(-c2ccccc2)nc(N2CCOCC2)n1	5
CCOC(=O)NC(Nc1cc(C)on1)(C(F)(F)F)C(F)(F)F	4
O=C(O)C1CSC(c2ccccc2)N1C(=O)c1ccco1 (centres undefined)	-5
O=C1C=C(NCc2ccncc2)CC(c2ccccc2)C1 (centres undefined)	-14

Structure	Artemis endo inh
Cc1ccc(OCc2nnc(SCc3nc4ccccc4[nH]3)n2Cc2ccco2)cc1	8
Cc1ccc(N/N=C2/CCCNC2=O)cc1	-1
Cc1ccc(C(C(=O)NC2CCCC2)N(Cc2cccs2)C(=O)CNC(=O)c2cccs2)o1 (centres undefined)	12
CN1CCC2(CC1)Nc1nc(SCc3ccc(Cl)cc3)nn1C1=C2CN(C)CC1	4
CC1(C)Cc2c(c(=S)nc(-c3ccccc3)n2CCCN2CCOCC2)CO1	-7
Cc1ccccc1Cn1c(=O)c2c(nc3n2CCCN3Cc2ccccc2)n(C)c1=O	3
COc1ccc(CCn2c(C)cc3c(c2=O)C(c2ccc4c(c2)OCO4)C(C#N)=C(N)O3)cc1OC (centres undefined)	2
CCOC(=O)c1nnc(-c2cccs2)nc1Oc1ccccc1C(=O)OC	3
COCCn1c(=NC(=O)CSC(C)=O)sc2cc(F)ccc21	1
COc1ccc(OC)c(-n2cc3c(=O)n(C)c(=O)n(C)c3c2)c1	-2
CCN(CC)c1ccc(-n2c(C)cc(C=O)c2C)cc1	-2
COc1ccc2oc(C)c(C(=O)Cn3ccnc3)c2c1	-5

Structure	Artemis endo inh
CCNC(=O)c1c(O)c2cccc3c2n(c1=O)CC3	-5
O=C1c2ccccc2C(=O)N1CC1=CCS(=O)(=O)C1	-3
Nc1[nH]n2c(=O)c3c(nc2c1N=Nc1ccc(Cl)cc1)CCCC3	30*
CCOc1ccc(C(C(=O)NC2CCCCC2)N(C(=O)c2ccco2)c2ccc(-n3cnnn3)c(C)c2)cc1 (centres undefined)	-12
CCN(CC)c1ccc(NC(=O)/C=C/c2cc(Br)ccc2OC)cc1	3
CCCCc1cc(O)c(CCCC)c(O)c1	0
COc1ccccc1NC(=O)c1nnn(CC(=O)Nc2ccccc2)c1N	1
O=C(c1ccc2c(=O)n(CC3CCCO3)c(=S)[nH]c2c1)N1CCN(c2ccccc2)CC1 (centres undefined)	12
COc1cc(OC)c(C(=O)Nc2ncn[nH]2)cc1OC	-4
CCC(=O)Nc1nc(C)nc(C)c1C(C)=O	0
Cc1cccc(NC(=O)CCN2CCN(C/C=C/c3ccccc3)CC2)c1	3
COc1ccc(C(=O)NC(C)c2nnc(SCC(=O)Nc3nc4ccccc4s3)n2C)cc1 (centres undefined)	6

Structure	Artemis endo inh
O=C(c1sc2ccccc2c1Cl)N1CCN(c2ccc(F)cc2)CC1	22
CCOc1ccccc1NC(=O)CCC(=O)Nc1ccccc1OCC	1
Cc1cc(C)c2oc(-c3ccc(C)c(NC(=S)NC(=O)/C=C/c4ccco4)c3)nc2c1	12
O=C1CC(c2ccco2)CC(O)=C1C=NCC1NCCc2ccccc21 (centres undefined)	10
Cc1ccc(C(=O)N/C(=C\c2sccc2C)C(=O)NCc2ccco2)cc1	7
CCN(CC)CC(=O)NC12CC3CC(CC(C3)C1)C2	4
CSc1cccc(NS(=O)(=O)c2ccccc2)c1	-3
O=C(Cn1cccc1C(=O)c1ccccc1)NCCN1CCOCC1	0
CC(=O)c1c(C)nc2ccccc2c1N	-2
Cc1ccc2nnc(Cl)n2n1	-7
Cc1ccc(-c2nn(C)c(=O)c3ccccc23)cc1CO	-5
Cn1c(=O)[nH]c(=O)c2c1nc(NCCCO)n2Cc1ccc(F)cc1	-3

Structure	Artemis endo inh
CC(=O)c1ccc(-n2nncc2C)cc1	4
CCS(=O)(=O)NCCc1cc2c(OC)ccc(OC)c2[nH]c1=O	-4
Cc1nc(NC(=O)c2cccnc2)ccc1Br	5
CCCCN1C(=O)c2ccc(C(=O)Nc3c(N)n(CCCC)c(=O)n(C)c3=O)cc2C1=O	8
COc1ccc(NC(=S)NCc2ccco2)c(OC)c1	9
O=C(CCc1nc(-c2ccccc2F)no1)NC1CCCCCC1	6
C=CCn1c2ccccc2c2nnc(SCC(=O)Nc3cc(C)on3)nc21	1
CCC(C(=O)NC(C)CCc1ccccc1)n1nc(C)n2c(cc3occc32)c1=O (centres undefined)	-3
O=c1cc(N2CCCCC2)c(-c2ccccc2)nn1Cc1c(Cl)cccc1Cl	22
Cc1ccc2ccccc2c1Cn1c(-n2ccnc2)nc2c1c(=O)n(C)c(=O)n2C	-4
CC(NS(=O)(=O)c1ccc(OCC(=O)N2CCOCC2)cc1)c1ccccc1 (centres undefined)	-2
COc1ccc(C(=O)NCCC2=CCCCC2)cc1OC	-1

A portion from the list above:
Structure	Artemis endo inh
CCN(CC)CC(=O)NC12CC3CC(CC(C3)C1)C2	4
CSc1cccc(NS(=O)(=O)c2ccccc2)c1	-3
O=C(Cn1cccc1C(=O)c1ccccc1)NCCN1CCOCC1	0
CC(=O)c1c(C)nc2ccccc2c1N	-2
Cc1ccc2nnc(Cl)n2n1	-7
Cc1ccc(-c2nn(C)c(=O)c3ccccc23)cc1CO	-5
Cn1c(=O)[nH]c(=O)c2c1nc(NCCCO)n2Cc1ccc(F)cc1	-3
CC(=O)c1ccc(-n2nncc2C)cc1	4
CCS(=O)(=O)NCCc1cc2c(OC)ccc(OC)c2[nH]c1=O	-4
Cc1nc(NC(=O)c2cccnc2)ccc1Br	5
CCCCN1C(=O)c2ccc(C(=O)Nc3c(N)n(CCCC)c(=O)n(C)c3=O)cc2C1=O	8
COc1ccc(NC(=S)NCc2ccco2)c(OC)c1	9
O=C(CCc1nc(-c2ccccc2F)no1)NC1CCCCCC1	6
C=CCn1c2ccccc2c2nnc(SCC(=O)Nc3cc(C)on3)nc21	1
CCC(C(=O)NC(C)CCc1ccccc1)n1nc(C)n2c(cc3occc32)c1=O (centres undefined)	-3
O=c1cc(N2CCCCC2)c(-c2ccccc2)nn1Cc1c(Cl)cccc1Cl	22

The results go on.
Structure	Artemis endo inh
O=C1CC(C2CCCO2)C(=O)N1Cc1ccccc1 (centres undefined)	-7
COC(=O)[C@H](CCSC)NC(=O)Nc1ccc(OC)c(Cl)c1	-1
O=C(OCC(=O)N1CCN(C(=O)c2ccco2)CC1)c1ccccc1OCc1ccccc1	0
Cc1cc(C)nc(NC(=O)NS(=O)(=O)N2CCCCCC2)n1	-5
c1ccc(-c2cnc(SCCN3CCOCC3)n2CC2CCCO2)cc1 (centres undefined)	-13
Cc1ccc2nc(-c3cccc(N)c3)[nH]c2c1	5
O=C(c1ccco1)N1CCn2c1nc1ccccc12	-9
CCCn1c(=N)n(CCOc2ccc(OC)cc2)c2ccccc21	1
O=S(=O)(O)c1nc2ccccc2n1CCOc1ccccc1	2
O=C(CSc1nnc(-c2ccco2)n1-c1ccccc1)NCCc1ccccc1	5
COc1ccc(N2C(N)=C(C#N)C(c3cccnc3)C3=C2CC(C)(C)CC3=O)cc1 (centres undefined)	18
CCOC(=O)N1CCN(C(=O)c2ccc3c(c2)sc2nc(-c4ccc(OC)cc4)cn23)CC1	3

In another format: entries from further up
CC1=C(C(=O)NCc2ccccc2)C(c2cccs2)n2ncnc2N1 (centres undefined)
  Artemis endo inh = 13
O=C(CSc1nnnn1-c1ccccc1)Nc1nc(-c2ccccc2)ns1
  Artemis endo inh = 0

Carrying on:
Structure	Artemis endo inh
CCN(CC)S(=O)(=O)c1ccc(OC)c(NC(=O)c2ccc(OC)c([N+](=O)[O-])c2)c1	1
CCOC(=O)C(=O)Nc1nc(-c2ccccc2)c(CC)s1	2
CCOC(=O)c1nnc(-c2ccccc2)nc1Oc1ccccc1Cl	5
COC(=O)c1ccc(COC(=O)c2[nH]c(C)c(C(C)=O)c2C)o1	-4
CCOc1cc(C2C(C(=O)c3ccccc3)=C(C(=O)OC)Nc3nnnn32)ccc1O (centres undefined)	2
O=C(Cc1ccc(F)cc1)NCCc1ccc(F)cc1	-8
CC1=C(C#N)CCC(=O)N1Cc1ccc(C)cc1	2
CCN(CC)c1cc(CS(=O)c2ccccc2)nc(-c2ccccc2)n1 (centres undefined)	-2
O=C(CCSc1nc(-c2ccco2)cc(C(F)(F)F)n1)NCc1cccs1	-5
COc1ccc(CC(=O)OCN2C(=O)c3ccccc3C2=O)cc1	-2
CC(C)CCOC(=O)C1[C@H]2C(=O)N(Cc3cccs3)C[C@]23C=C[C@H]1O3 (some centres undefined)	-2
CCOC(=O)N1CCC(N2C(=O)c3ccc(C(=O)O)cc3C2=O)CC1	-2

Structure	Artemis endo inh
O=C(OCn1nnc2ccccc2c1=O)c1cn(-c2ccccc2)nc1-c1cccnc1	13
CCOC(=O)c1c(NC(=O)c2cccs2)sc2c1CC(C)(C)OC2	5
C=CCNc1nc(NCc2ccco2)nc(OCC)n1	-3
COc1ccc(N2CCN(Cc3cc(=O)oc4cc5c(cc34)CCCC5)CC2)cc1	-1
Cc1c(NC(=O)CSc2nnnn2C)c(=O)n(-c2ccccc2)n1C	3
Cc1cc(C)c(C#N)c(Nc2ccccc2Cl)n1	-1
COc1ccc(C(=O)n2nc(-c3ccco3)nc2SC)cc1OC	7
CCCOc1ccc(C(C(=O)OCCN(CC)CC)c2ccccc2)cc1 (centres undefined)	5
C/C(=C\C(=O)O)CC(=O)O	-2
COc1ccc(OC)c(NC(=O)Cn2c(=O)oc3ccccc32)c1	-1
CCOc1ccc(NC(=O)NC2CCOC(C)(C)C2)cc1 (centres undefined)	-1
COCCNC(=O)C(c1ccc(F)cc1)N(CCOC)C(=O)CCC(=O)Nc1nccs1 (centres undefined)	-6

Structure	Artemis endo inh
COc1ccc(CCCNC(=O)CC#N)cc1OC	-2
N/C(=N\OC(=O)c1ccccc1Cl)c1cccnc1	0
O=C(C1CCCN(Cc2ccccc2C(F)(F)F)C1)N1CCCCC1 (centres undefined)	-1
COc1ccc(S(=O)(=O)NCC(c2cccnc2)N2CCN(c3ccc(F)cc3)CC2)cc1C (centres undefined)	5
COC(=O)Cc1c(C)c2ccc(OCC(C)=O)c(C)c2oc1=O	-8
COC(=O)c1[nH]c2ccc(F)cc2c1NC(=O)C1=COCCO1	1
CCCOc1ccc(C2C(C(=O)c3ccc(C)o3)=C(O)C(=O)N2CCCn2ccnc2)cc1 (centres undefined)	28
CCOc1ccccc1N1CCN(c2nc(N)c(C#N)c(CC#N)c2C#N)CC1	-1
C=CCc1ccc(OCCCOc2ccc(C)cc2OC)c(OC)c1	1
O=C(CSc1ccccc1Cl)N1CCC(c2nc3ccccc3s2)CC1	4
O=c1cc2c(nn1Cc1ccc(Cl)cc1Cl)-c1ccccc1CC2	2
Cc1ccccc1CN1CCN(CC(=O)NCCCN2CCN(c3ccc(F)cc3)CC2)C1=O	-4

Structure	Artemis endo inh
CCCCn1c(N2CCC(Cc3ccccc3)CC2)nc2c1c(=O)[nH]c(=O)n2C	20
O=C(COC(=O)c1cccc(Oc2ccccc2)c1)NCc1ccco1	17
CC(=O)Nc1cccc(Oc2cc(C#N)c(C#N)cc2N2CCOCC2)c1	4
CC(C)c1ccc2oc(=O)cc(CN3CCN(c4ccc(F)cc4)CC3)c2c1	11
N=c1c(C(=O)NCc2ccc(F)cc2)cc2c(=O)n3ccccc3nc2n1Cc1ccco1	29
CCc1c(C)nc2[nH]nc(-c3ccccc3C)n2c1=O	-2
CCOC(=O)c1c(C)[nH]c(C)c1C(=O)COC(=O)C1CCCN1S(=O)(=O)c1ccccc1F (centres undefined)	-3
O=C1CCCN1C(=O)CCC(=O)N1CCCC1=O	0
CCOc1c(Cl)cnn(-c2ccc(C)cc2)c1=O	2
